Screens (PubChem)
IL2 activator: qHTS of IL-2 Activators. IL-2 activation reporter assay, cell-based qHTS; stimulated with anti-CD3/CD4/CD28 beads; in transgenic mouse T cells. activation, % (series mostly up to about 46 µM). 360,000 tested, 0.065% active; in the data active means activation above about 50%; inconclusive means mostly about 30% to 49%; further: 0% is about no effect
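Quantitative HTS in unstimulated transgenic mouse T cells, with memory T cells as non-tolerant control and PMA/ionomycin as tolerance-bypass control. Compound pretreatment lasted 60 minutes before 18 h bead stimulation; EGFP/DsRed fluorescence read.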
WRN inhibitor: qHTS for Inhibitors of WRN Helicase; AID 651768, 2012; 360,000 tested, 0.46% active; Potency, µM (doses to about 114 µM), for inactives: at the highest dose activity change, negative = inhibition, most hits filed as inhibitors; WRN helicase unwinding, fluorescent forked duplex, kinetic; further: potency means the concentration at half of the fitted maximal effect; on the % scale 0 is the no-effect control and ±100 the full control effect; nearly all actives have a fitted effect of over 55% in size
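Kinetic fluorescence helicase assay: unwinding of a quenched forked DNA duplex (100 nM final) with 2 mM ATP final raises red fluorescence (525/598 nm). Compounds sat 15 min at room temperature with 20 nM WRN beforehand.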
Abeta rescue: qHTS for compounds that reverse cellular toxicity of Amyloid beta (A-beta) peptide in yeast: Primary Screen | yeast expressing A-beta42, growth rescue, OD600, 48 h; response scale: 0% DMSO, 100% iron-clioquinol control | Potency, µM (top dose mostly 46.1 µM), for the others: top-dose growth rescue, most hits filed as activators | 410,000 tested, 0.063% active; further: potency means the concentration at half of the fitted maximal effect; nearly all actives have a fitted effect of over 55% in size
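Growth rescue measured by 600 nm absorbance after 48 h yeast culture at 30 C with compound. Values normalized between DMSO and an equimolar ferric chloride plus clioquinol control.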
EPAC1 antag: qHTS for Antagonist of cAMP-regulated guanine nucleotide exchange factor 3 (EPAC1): primary screen | Rap guanine nucleotide exchange factor 3 (Homo sapiens), O95398 | EPAC1 GEF assay, Rap1b-BODIPY-GDP exchange fluorescence | Potency, µM (top dose mostly 115 µM), for inactives: at the highest dose activity change, negative = inhibition, most hits filed as inhibitors | 360,000 tested, 0.14% active;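 further: potency means the concentration at half of the fitted maximal effect; plate controls were vehicle for no effect and positive control for full effect; nearly all actives have a fitted effect of over 50% in size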
PLK1 PBD block: qHTS for Inhibitors of PLK1-PDB (polo-like kinase 1 - polo-box domain): Primary Screen | Serine/threonine-protein kinase PLK1 (Homo sapiens), P53350 | Plk1 PBD binding of FITC phosphopeptide, fluorescence polarization | Potency, µM, for inactives: max response, negative = inhibition, usual class: inhibitors | 360,000 tested, 2.8% active; further: potency means the concentration at half of the fitted maximal effect; series mostly up to about 57 µM; on the % scale 0 is the no-effect control and ±100 the full control effect; nearly all actives have a fitted effect of over 65% in size
Target sequence (P53350 whole entry, looked up, the tested form may be a part): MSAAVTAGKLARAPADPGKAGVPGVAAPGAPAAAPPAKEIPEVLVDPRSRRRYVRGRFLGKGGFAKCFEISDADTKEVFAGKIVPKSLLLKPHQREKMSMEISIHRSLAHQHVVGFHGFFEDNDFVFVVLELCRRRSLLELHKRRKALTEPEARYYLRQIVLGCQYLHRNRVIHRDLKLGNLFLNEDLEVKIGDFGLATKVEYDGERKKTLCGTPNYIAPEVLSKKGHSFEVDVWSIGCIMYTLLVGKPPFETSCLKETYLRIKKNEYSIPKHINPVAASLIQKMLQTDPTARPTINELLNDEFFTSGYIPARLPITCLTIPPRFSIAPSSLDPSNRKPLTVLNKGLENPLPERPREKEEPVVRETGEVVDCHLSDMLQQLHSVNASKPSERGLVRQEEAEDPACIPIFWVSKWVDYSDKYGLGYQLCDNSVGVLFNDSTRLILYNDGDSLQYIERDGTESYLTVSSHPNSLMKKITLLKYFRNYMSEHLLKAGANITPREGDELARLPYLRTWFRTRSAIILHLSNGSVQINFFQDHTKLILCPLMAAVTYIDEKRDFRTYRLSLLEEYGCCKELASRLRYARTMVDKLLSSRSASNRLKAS
PI5P4K alpha inh: qHTS for Inhibitors of phosphatidylinositol 5-phosphate 4-kinase (PI5P4K) | Phosphatidylinositol 5-phosphate 4-kinase type-2 alpha (Homo sapiens), P48426 | PI5P4Kalpha enzyme, ADP-Glo luminescence, 60 min; active compounds read low | max response, % | 330,000 tested, 1.2% active | AID 652105, 2013; active means max response of -50% or lower; inconclusive means between -30% and -50%; inactive means -30% or higher; further: value at the top dose of about 77 µM; on the % scale 0 is the no-effect control and ±100 the full control effect
Target sequence (P48426 whole entry, looked up): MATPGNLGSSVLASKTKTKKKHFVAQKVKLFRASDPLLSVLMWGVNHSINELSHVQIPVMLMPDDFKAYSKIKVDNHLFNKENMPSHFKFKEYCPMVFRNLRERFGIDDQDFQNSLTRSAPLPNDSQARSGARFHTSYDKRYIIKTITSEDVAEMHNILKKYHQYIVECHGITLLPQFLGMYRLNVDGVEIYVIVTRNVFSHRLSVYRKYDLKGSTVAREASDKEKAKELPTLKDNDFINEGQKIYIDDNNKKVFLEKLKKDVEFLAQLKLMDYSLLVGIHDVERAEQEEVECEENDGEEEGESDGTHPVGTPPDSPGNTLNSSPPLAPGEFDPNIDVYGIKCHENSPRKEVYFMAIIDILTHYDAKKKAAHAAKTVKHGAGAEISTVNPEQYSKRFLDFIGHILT
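Reactions run in 0.038 M HEPES pH 7.4, 0.28 mM EGTA, 0.1% CHAPS and 5% DMSO, with PI5P4Kalpha, substrate, compound and 5 microM ATP final, one hour at room temperature. Readout is ADP-Glo luminescence.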
EPAC1 ag: qHTS for Agonist of cAMP-regulated guanine nucleotide exchange factor 3 (EPAC1): primary screen; AID 720707, 2013; EPAC1 agonist qHTS, biochemical assay; response scale: 100% = response to 6.5 mM cAMP; Potency, µM (series often up to 154 µM), for inactives: at the highest dose activation, hits mostly activators; 360,000 tested, 0.073% active; Rap guanine nucleotide exchange factor 3 (Homo sapiens), O95398; further: potency means the concentration at half of the fitted maximal effect; nearly all actives have a fitted effect of over 60% in size
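Read-out is the fluorescence drop as BODIPY-GDP leaves Rap1B (480 nm excitation, 540 nm emission), recorded every 5 minutes over 30 minutes. Reactions held 100 nM EPAC1, 250 nM Rap1B–BODIPY-GDP and 50 uM GDP, with 6.5 mM cAMP setting full activation.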
FUS yeast rescue: qHTS for Suppressors of FUS Proteinopathy: Primary screen using FUS-linked yeast assay. S. cerevisiae FUS-expressing, growth rescue, OD600, 24 h. Potency, µM (doses to about 76.6 µM), inactives show at the top dose growth rescue (activation), hits mostly activators. 390,000 tested, 0.24% active. AID 1347120, 2019;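 further: potency means the concentration at half of the fitted maximal effect; plate controls were DMSO vehicle for no effect and reference control for full effect; nearly all actives have a fitted effect of over 55% in size; some results filed as inactive show a strong effect at the top dose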
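FUS-expressing yeast, raffinose-pregrown, induced in 2% galactose minimal medium at OD 0.005; compounds in a dilution series, 24hr at 30C. Growth restoration read as absorbance at 600 nm. CP55940 positive control, DMSO negative.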
Starred values were filed as active, the others as inactive; ? = inconclusive; . = not tested or not shown; [ ] = remark or other dose. Unless noted, the call rests on the fitted dose curve; in most records, active means well fitted curve in the direction sought with a large enough effect; inconclusive means small, poorly fitted or top-dose-only effect, or another doubt; inactive means no such curve, though single readings can be large; an effect the other way counts as inactive or inconclusive. No enrichment for hits (roughly 4.1% active in at least one column).

Preview, eleven compounds:
SMILES	IL2 activator	WRN inhibitor	Abeta rescue	EPAC1 antag	PLK1 PBD block	PI5P4K alpha inh	EPAC1 ag	FUS yeast rescue
COC(=O)c1c(-c2ccc(Br)cc2)csc1NC(=O)Cc1ccc(OC)c(OC)c1	-0.2	-9%	22%	-3%	-15%	1	3%	8%
O=C(N/N=C/c1cc2ccccc2nc1Cl)/C(=C/c1cccs1)NC(=O)c1ccccc1	2.0	-11%	22%	-10%	-1%	.	14%	38%
COc1ccc([N+](=O)[O-])cc1/C=N/NC(=O)/C(=C\c1cccs1)NC(=O)c1ccccc1	-1.3	65%[activator]	-3%	9%	-7%	-15	10%	36%
O=C(NC1CCCCC1)c1cc(-n2cnnc2)ccc1Cl	-1.3	7%	-11%	10%	2%	1	1%	11%
CC(=O)Nc1ccc(C2C(=O)c3ccccc3C2=O)cc1	3.0	3%	-2%	-11%	-8%	-17	14%	?
O=C(NCCc1ccccc1)C1CC(=O)N(C2CCCCC2)C1 (stereo not given)	-2.2	8%	1%	4%	-13%	4	12%	-7%
CC12CCC(c3nnc(SCc4ccc(Cl)cc4)nc31)C2(C)C (stereo not given)	0.3	-11%	35%	-7%	-5%	24	3%	14%
O=c1c2ccccc2oc2c1oc1ccccc12	-0.4	-6%	-14%	4%	-11%	-4	-12%	-11%
CC(C)C1C2=C(CC(C)(C)CC2=O)ON1c1ccccc1 (stereo not given)	3.9	-6%	-8%	18%	-11%	.	0%	14%
CCn1c(CSCc2ccc(C)cc2)nnc1SCC(=O)NCc1ccccc1	-0.8	-11%	23%	-10%	-4%	0	0%	8%
O=C1CCCCCCC1Sc1ccccc1[N+](=O)[O-] (stereo not given)	-2.9	5%	5%	-10%	?	-3	-8%	-5%

Results, from the first entry:
SMILES	IL2 activator	WRN inhibitor	Abeta rescue	EPAC1 antag	PLK1 PBD block	PI5P4K alpha inh	EPAC1 ag	FUS yeast rescue
COC(=O)c1c(-c2ccc(Br)cc2)csc1NC(=O)Cc1ccc(OC)c(OC)c1	-0.2	-9%	22%	-3%	-15%	1	3%	8%
O=C(N/N=C/c1cc2ccccc2nc1Cl)/C(=C/c1cccs1)NC(=O)c1ccccc1	2.0	-11%	22%	-10%	-1%	.	14%	38%
COc1ccc([N+](=O)[O-])cc1/C=N/NC(=O)/C(=C\c1cccs1)NC(=O)c1ccccc1	-1.3	65%[activator]	-3%	9%	-7%	-15	10%	36%
O=C(NC1CCCCC1)c1cc(-n2cnnc2)ccc1Cl	-1.3	7%	-11%	10%	2%	1	1%	11%
CC(=O)Nc1ccc(C2C(=O)c3ccccc3C2=O)cc1	3.0	3%	-2%	-11%	-8%	-17	14%	?
O=C(NCCc1ccccc1)C1CC(=O)N(C2CCCCC2)C1 (stereo not given)	-2.2	8%	1%	4%	-13%	4	12%	-7%
CC12CCC(c3nnc(SCc4ccc(Cl)cc4)nc31)C2(C)C (stereo not given)	0.3	-11%	35%	-7%	-5%	24	3%	14%
O=c1c2ccccc2oc2c1oc1ccccc12	-0.4	-6%	-14%	4%	-11%	-4	-12%	-11%
CC(C)C1C2=C(CC(C)(C)CC2=O)ON1c1ccccc1 (stereo not given)	3.9	-6%	-8%	18%	-11%	.	0%	14%
CCn1c(CSCc2ccc(C)cc2)nnc1SCC(=O)NCc1ccccc1	-0.8	-11%	23%	-10%	-4%	0	0%	8%
O=C1CCCCCCC1Sc1ccccc1[N+](=O)[O-] (stereo not given)	-2.9	5%	5%	-10%	?	-3	-8%	-5%
CCc1nc2c(cnn2-c2ccc(Cl)cc2)c(=O)n1-c1ccc(OC)cc1	2.4	0%	8%	3%	0%	0	4%	-4%
COc1ccccc1C(=O)Nc1ccc2c(c1)C(=O)NC2=O	1.3	-20%	1%	-8%	-13%	-5	15%	-13%
CC(=O)Nc1ccc(NC(=O)/C=C/c2ccc3c(c2)OCO3)cc1	1.5	-21%	-8%	-5%	-4%	-2	0%	-1%
Cc1oc2cc(O)ccc2c(=O)c1Oc1ccccc1Br	8.3	-1%	17%	-7%	4%	0	0%	-14%
CCN(CC)C(=O)CSc1nnc(COc2ccccc2)n1CC	1.4	9%	-5%	1%	-6%	-8	-3%	9%
Cc1ccc(Cl)cc1N1CCN(C(=O)Cc2cn(C)c3ccccc23)CC1	-1.6	-13%	22%	16%	-3%	3	13%	29%
CCCC(=O)Nc1ccc2c(c1)nc1n2CCN(CCOC)C1	-5.5	-10%	-8%	?	-13%	4	-6%	31%
COc1ccc(NC(=O)c2cc(-c3cc(Cl)ccc3OC)n[nH]2)c(OC)c1	-0.7	-11%	-37%[inhibitor]	-2%	2%	2	-4%	?
CN(CC1COc2ccccc2O1)C(=S)NC1CCCCC1 (stereo not given)	-0.2	-3%	?	-20%	-9%	5	-1%	26%
COc1ccc(C)cc1NC(=O)CCNC(=O)Cn1cnc2ccccc2c1=O	-1.9	-2%	-17%	17%	-7%	0	-13%	22%
CCn1c(N2CCN(CC(=O)c3c[nH]c4ccccc34)CC2)nc2c1c(=O)[nH]c(=O)n2C	-1.6	5%	11%	-1%	2%	0	-6%	24%
CSc1sc(C(=O)NCC2CC2)cc1S(=O)(=O)C(C)C	0.2	-2%	-8%	15%	-14%	0	13%	43%
Cc1c(C(=O)N2CC(C)OC(C)C2)sc2nc(-c3ccc(F)cc3)cn12 (stereo not given)	0.4	-9%	-2%	-11%	-6%	26	5%	.
CSc1ccc(/C=N/NC(=O)CN2CCN(Cc3ccc(Cl)cc3)CC2)cc1	-0.3	-17%	-17%	?	?	-4	-70%[inhibitor]	.
O=C(CN1CCOCC1)Nc1nc2ccc(F)cc2s1	-0.3	0%	10%	-10%	-7%	0	6%	14%
CCN1CCN(CCCNC(=O)CCCn2nc(C)c3sc4ccccc4c3c2=O)CC1	-1.8	-3%	7%	-12%	-16%	3	2%	19%
CCOC(=O)C1CCN(CCCSc2ccc(C)cc2)CC1	-1.1	-7%[57.1 µM]	20%	-14%	-1%	0	10%	16%
COC(=O)/C(=C\Nc1ccccc1N)c1ncc(C(F)(F)F)cc1Cl	-1.6	1%	12%	-2%	-3%	2	0%	-13%
Cc1ccccc1Cn1ccc(-c2ccc(Cl)cc2)c(C#N)c1=O	-3.2	1%	-8%	-2%	-6%	-1	4%	1%
CCCOC(=O)c1cc2ccccc2oc1=O	-0.8	-6%	-11%	-6%	0%	.	9%	-29%
Nc1cc(S(=O)(=O)Nc2ccccc2Cl)ccc1N1CCOCC1	-0.8	-6%	14%	3%	1%	0	15%	0%
CCc1ccc(OC)c(S(=O)(=O)N2CCN(C(=O)c3ccco3)CC2)c1	0.0	2%	16%	17%	9%	-3	-4%	-6%
CCOC(=O)C1=C(C)NC(C)=C(C(=O)OCC)C1C	-0.1	?	3%	-29%	-11%	1	-13%	11%
Cc1ccn2c(CNCC3OCCc4ccccc43)c(C(=O)N3CCCCCC3)nc2c1 (stereo not given)	-4.7	4%	0%	2%	-2%	5	-3%	9%
COc1ccc(N(CC(=O)N2CCC(Cc3ccccc3)CC2)S(C)(=O)=O)cc1	-6.1	4%	7%	1%	-7%	0	-4%	22%
COc1cc(C(=O)Nc2nc(N)n(-c3ccccc3)n2)cc(OC)c1OC	0.4	3%	21%	2%	?	-5	-6%	-12%
O=C(COc1cccc(Cl)c1)Nc1ccccc1N1CCCCC1	-1.1	-7%	11%	-12%	3%	22	-1%	-12%
Cc1c(NC(=O)/C(C#N)=C/c2cccs2)c(=O)n(-c2ccccc2)n1C	0.0	2%	3%	3%	-15%	-9	-7%	12%
C[C@@H](NC(=O)[C@H]1O[C@@H](n2cnc3c(N)ncnc32)[C@H](O)[C@@H]1O)c1cccc2ccccc12	-0.8	1%	-15%	-24%	-1%	4	0%	-1%
CCN1CCN(Cc2c(C)[nH]c3ccc(C(=O)OC)cc3c2=O)CC1	-0.1	16%	2%	11%	0%	0	-2%	18%
COCCOC(=O)CC1=NC(=O)CS1	-1.4	2%	-7%	-3%	-7%	2	-1%	-14%
COc1ccc(NC(=O)CN(c2ccc(C(C)C)cc2)S(=O)(=O)c2c(C)noc2C)cc1OC	-0.3	1%	7%	3%	-4%	-2	-1%	16%
Cc1cc(/C=N/O)c(C)n1-c1ccc(Br)cc1	-1.2	-6%	-22%	10%	-7%	4	3%	37%
CC(CNC(=O)CCc1nnc2ccc(N3CCC4(CC3)OCCO4)nn12)c1ccccc1 (stereo not given)	-0.1	-1%[57.1 µM]	-3%	0%	-12%	13	6%	5%
Nc1cc(S(=O)(=O)Nc2ccccc2Cl)ccc1N1CCCCC1	-1.0	7%	7%	-10%	2.4µM*	-26	11%	5%
COc1ccc(/C=N/NC(=O)Nc2nonc2N)cc1	0.4	-7%	-15%	4%	-11%	-10	6%	9%
COc1ccccc1NC(=O)Nc1nc(CC(=O)Nc2ccc(F)cc2)cs1	-0.7	1%	16%	-5%	3%	-2	-8%	-5%
COCCNC(=O)CSc1nc2c(n1-c1ccccc1)CCCC2	1.5	-4%	1%	-17%	-6%	5	-3%	14%
Cn1nc(C(C)(C)C)c(NC(=O)c2sccc2Cl)c1C(C)(C)C	-0.5	6%	5%	18%	-1%	6	2%	13%
Cc1ccc(C(=O)Nc2ccc(C(=O)N/N=C/c3ccccn3)cc2)cc1	-0.5	0%	3%	6%	2%	3	7%	8%
COc1ccc(S(=O)(=O)NCCc2ccncc2)cc1	0.0	-5%	-14%	5%	-2%	-1	2%	2%
